# Source: PubChem BioAssay (several laboratories)
# GlmU inhibition: inhibition of mycobacterial GlmU enzyme – biochemical, glucosamine-1-phosphate acetyltransferase (AID 1376); M. tuberculosis GlmU acetyltransferase enzyme assay; higher % means a stronger effect; 0.25% of 220,000 active; inhibition, %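 (tested at 30 µM in the primary screen)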; hits with a dose series show IC50 in µM; in the data active means inhibition above about 13%;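 further: 0% = complete reaction with vehicle and 100% = reaction without substrate; strong numbers were not always called active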
# RmlCD inh 1536: blocks M. tuberculosis RmlC and RmlD coupled enzymes; inhibition, % at 3.6 µM; 0.03% of 160,000 active; AID 1533; RmlC+RmlD coupled enzyme assay, percent inhibition; primary screen in compound mixtures; in the data active means inhibition mostly above about 34%, no sharp cut-off; further: some results filed as inactive read as strong as hits
# Target sequence (P9WH09 whole entry, looked up): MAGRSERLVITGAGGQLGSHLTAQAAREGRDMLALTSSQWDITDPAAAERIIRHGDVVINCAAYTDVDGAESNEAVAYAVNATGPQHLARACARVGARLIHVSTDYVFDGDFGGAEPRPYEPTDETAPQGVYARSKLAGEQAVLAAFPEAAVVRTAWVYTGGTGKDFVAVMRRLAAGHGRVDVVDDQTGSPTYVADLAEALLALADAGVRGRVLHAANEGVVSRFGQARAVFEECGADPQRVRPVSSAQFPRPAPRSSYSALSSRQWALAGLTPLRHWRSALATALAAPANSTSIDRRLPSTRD
# Target sequence (P9WH11 whole entry, looked up): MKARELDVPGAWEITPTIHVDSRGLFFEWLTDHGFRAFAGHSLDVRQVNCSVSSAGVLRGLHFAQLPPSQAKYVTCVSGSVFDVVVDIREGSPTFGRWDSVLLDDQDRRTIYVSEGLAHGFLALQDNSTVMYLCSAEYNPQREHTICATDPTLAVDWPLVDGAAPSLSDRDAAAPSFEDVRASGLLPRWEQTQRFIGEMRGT
# The depositor's hits bear a star; x = no result given. Not all compounds are listed; count on the stated rates, not on these rows.
SMILES,GlmU inhibition,RmlCD inh 1536
C/C(=N\NC(=O)NC1CCCCC1)C1CCCCC1,5.5%,11.0
CCOc1ccc(C(=O)NC(=S)Nc2ccc(NC(=O)c3ccco3)c(C)c2)cc1[N+](=O)[O-],-4.4%,29.8
O=C(Cc1cccs1)NCc1ccc2c(c1)OCO2,1.8%,-11.4
Cn1ncc2c(Nc3ccc4ccccc4c3)ncnc21,1.5%,-4.3
OC(CN1CCN(c2ccccc2)CC1)Cn1c2ccccc2c2ccccc21 (centres undefined),-3.1%,-4.2
CCOP(=O)(OCC)c1nc(/C=C/c2ccccc2)oc1NCc1ccccc1,3.4%,36.8
O=C(c1ccc2c3c(cccc13)CC2)C1CCCN(C(=O)c2cccnc2)C1 (centres undefined),3.4%,-6.8
Cc1nnc(Nc2ccc(Cl)c(C(F)(F)F)c2)[nH]c1=O,-3.6%,-14.7
O=C1CCCN1c1ccc(S(=O)(=O)N2CCN(c3ccccn3)CC2)cc1,2.9%,7.8
CCOC(=O)C(=O)Nc1sc(C(=O)N2CCOCC2)c(C)c1C#N,2.3%,-5.9

# Overlap with the part before: two compounds; new compounds follow.
SMILES,GlmU inhibition,RmlCD inh 1536
O=C1CCCN1c1ccc(S(=O)(=O)N2CCN(c3ccccn3)CC2)cc1,2.9%,7.8
CCOC(=O)C(=O)Nc1sc(C(=O)N2CCOCC2)c(C)c1C#N,2.3%,-5.9
CC(=O)c1c(C)[nH]c(C(=O)CSc2nc3ccc(C)cc3[nH]2)c1C,-0.3%,0.2
CC1CN(S(=O)(=O)c2ccc(C(=O)Nc3ccc(S(=O)(=O)Nc4nccs4)cc3)cc2)CC(C)O1 (centres undefined),1.8%,x
COC(=O)C(NC(C)=O)(Nc1cccc(C)n1)C(F)(F)F (centres undefined),0.5%,1.6
CC1Cc2ccccc2N1C(=O)c1cnc2n(c1=O)CCS2 (centres undefined),-4.5%,3.5
O=C(CCSc1nc2ccccc2o1)N1CCOCC1,4.5%,-13.4
NC1=NC[C@H](Cc2ccccc2)N1CCc1cccc(F)c1,3.9%,-15.6
C1=C(c2ccccc2)CCNC1,-1.1%,-4.7
O=C(c1ccccc1)c1ccc2nc(-c3ccc(NC(=O)c4ccccc4Br)cc3)[nH]c2c1,x,-27.4
COc1cccc(-c2csc(N3CCN(CC(=O)NNC(=O)c4ccc(Br)cc4)CC3)n2)c1,6.4%,13.5
Cc1ccccc1CN1CCN(S(=O)(=O)c2ccc(F)cc2)CC1,1.1%,x
CN1/C(=C\C(=S)NC(=O)c2ccccc2Cl)C(C)(C)c2ccccc21,-4.5%,9.1
COc1ccccc1/C=C/C1(C(=O)NC2CCCC2)CC(=O)N1c1ccc(C)cc1 (centres undefined),2.9%,-8.0
Cc1cc(C)c2cc(C(=O)N3CCc4ccccc4C3)[nH]c2c1,5.8%,-9.1
Cc1ccc(-c2noc(CCC(=O)Nc3ccc(C)cn3)n2)cc1,0.0%,8.4
Cc1ccc(S(=O)(=O)Nc2cc(C(=O)NCCN(C)C)ccc2N2CCCCC2)cc1,-6.2%,11.2
COc1cc(C(=O)NCc2nnc(SCC(=O)Nc3ccc4c(c3)OCO4)o2)cc(OC)c1OC,-2.6%,-8.3
Cc1ccccc1C(=O)c1c[nH]c(C(=O)NCc2cccs2)c1,0.4%,x
Cc1nn(CCC(=O)NNC(=S)Nc2ccc(Cl)cc2)c(C)c1[N+](=O)[O-],5.1%,x
COc1ccc(-c2c[nH]c(=O)[nH]c2=O)cc1OC,3.6%,-6.7
CCN(CC)c1ccc2c(Nc3ccccc3)c(C=O)c(=O)oc2c1,3.6%,9.6

# Random excerpt: 5 entries already listed
SMILES,GlmU inhibition,RmlCD inh 1536
Cc1ccc(-c2noc(CCC(=O)Nc3ccc(C)cn3)n2)cc1,0.0%,8.4
COC(=O)C(NC(C)=O)(Nc1cccc(C)n1)C(F)(F)F (centres undefined),0.5%,1.6
COc1cccc(-c2csc(N3CCN(CC(=O)NNC(=O)c4ccc(Br)cc4)CC3)n2)c1,6.4%,13.5
CC(=O)c1c(C)[nH]c(C(=O)CSc2nc3ccc(C)cc3[nH]2)c1C,-0.3%,0.2
Cc1cc(C)c2cc(C(=O)N3CCc4ccccc4C3)[nH]c2c1,5.8%,-9.1

# Additional entries
SMILES,GlmU inhibition,RmlCD inh 1536
Oc1cccc(/C=N/Nc2cc(N3CCOCC3)nc(N3CCOCC3)n2)c1,2.1%,1.2
CSc1nnc(-c2ccccc2)c(=O)[nH]1,-4.4%,-5.2
Cc1onc(-c2ccccc2)c1C(=O)Nc1ccc(Cl)cn1,1.0%,0.7
CC1=NNC(=O)C1CCC(=O)N/N=C/C=C/c1ccccc1 (centres undefined),-2.6%,6.3
C=CCn1c(SCC(=O)NCc2ccc3c(c2)OCO3)nnc1C1CCCCC1,5.7%,10.6
Cn1c(/C=C/c2ccc([N+](=O)[O-])o2)nc2ccccc2c1=O,0.6%,14.9
COc1ccccc1CNC(=O)C1CCC(CNc2c(N3CCCCC3)c(=O)c2=O)CC1 (centres undefined),2.5%,10.9
Cc1oc(-c2ccccc2F)nc1CS(=O)(=O)CC(=O)N1CCCCCC1,8.2%,7.5
Cc1ccc(CNC(=O)CCNS(=O)(=O)c2cccs2)cc1,1.9%,x
CCOC(=O)c1c(C)nc2sc3c(c2c1-c1ccc(OC)cc1)NC(c1ccccc1)NC3=O (centres undefined),0.4%,x
CCC(=Cc1ccc(CC)cn1)CC,-2.0%,-11.5
CCCCC(=O)Nc1cccc(NC(=O)C(C)C)c1,0.9%,x
CSCCC(NC(=O)C1CCCCC1)c1nc2ccccc2[nH]1 (centres undefined),3.8%,-10.5
Cc1cc(C)c(NC(=O)CN2C(=O)NC3(CCCCC3)C2=O)c(Cl)c1,5.2%,-6.7
CCOC(=O)c1c(NCc2ccc3c(c2)OCO3)c2ccccc2[nH]c1=O,4.1%,-3.6
O=C(CNS(=O)(=O)c1ccc(Br)s1)N1CCN(c2ncccn2)CC1,4.9%,7.6
CC1=C(C(=O)Nc2ccccc2)C(c2ccc(C)cc2)N=C(Nc2nc3ccccc3o2)N1 (centres undefined),-8.2%,4.5
COc1ccc(C(C(=O)NC2CCCC2)N(C(=O)c2ccco2)c2ccc(OC)c(OC)c2)cc1 (centres undefined),3.5%,x
CCc1c(C)c(C#N)c2nc3ccccc3n2c1Nc1c(C)n(C)n(-c2ccccc2)c1=O,-2.9%,14.5
Cc1nn2cc(-c3ccc(Cl)cc3)cnc2c1Br,-3.0%,-10.3
C(=N\Nc1nc2ccccc2[nH]1)/c1cccc2nccnc12,3.9%,-6.4
NC(=O)c1cc([N+](=O)[O-])cc2c1C=Cc1ccccc1O2,2.9%,-9.3
Cc1c(Cl)ccc2c1NC(=O)[C@]21[C@@H]2C(=O)N(Cc3ccccc3)C(=O)[C@@H]2[C@@H]2CCCN21,8.1%,x
CC(C)N(C)NC(=S)Nc1ccccc1,-3.9%,-9.2
CC(C)c1ccc(/C=N/Nc2cc(N3CCOCC3)nc(N3CCOCC3)n2)cc1,6.0%,-12.2
COc1ccc2c(c1)[nH]c1c(=O)n(Cc3ccccn3)cnc12,1.2%,6.0
COc1ccc(N2C(=O)/C(=C/c3cccs3)C(=O)NC2=S)cc1,2.1%,-20.1
C#CCSc1nnnn1-c1cccc(Cl)c1,x,-3.2
CCOc1cccc(C(=O)NCc2ccccc2)c1,-3.2%,-10.8
CC(C)CCNC(=O)CN(C(=O)Cn1nnc(-c2ccc(F)cc2)n1)C1CCCC1,-1.1%,x
CCCCOC(=O)c1cc(Cl)c(O)c(OC)c1,x,88.7
Cc1cccn2cc(CSc3ccccc3N)nc12,4.5%,6.6
Cc1c(C=O)c2ccccn2c1C(=O)c1ccc(Cl)c([N+](=O)[O-])c1,3.2%,6.1
CC(=O)Nc1cccc(NC(=O)CSc2nnnn2Cc2ccccc2)c1,1.5%,x
COC(=O)c1[nH]c2ccccc2c1NC(=O)C(C)N1CCOCC1 (centres undefined),3.1%,x
CN(C)CCNC(=O)c1ccc(CS(=O)(=O)c2ccc(Br)cc2)o1,1.0%,x
Cn1cc(CN(CCO)Cc2cccs2)c(-c2ccccc2F)n1,-2.1%,-1.8
CCOc1ccc(-n2nnc3c(=O)n(CC(=O)Nc4cc(C)on4)cnc32)cc1,-6.0%,-1.9
Cn1c(=O)c(=O)n(C)c2cc(S(=O)(=O)N3CCC(N4CCCCC4)CC3)ccc21,0.3%,x
C=CCOc1ccc(CN(C)Cc2nc3cc(C(F)(F)F)ccc3c(=O)[nH]2)cc1,0.1%,2.9

# Of the compounds above, three have a CF3 group:
SMILES,GlmU inhibition,RmlCD inh 1536
Cc1nnc(Nc2ccc(Cl)c(C(F)(F)F)c2)[nH]c1=O,-3.6%,-14.7
COC(=O)C(NC(C)=O)(Nc1cccc(C)n1)C(F)(F)F (centres undefined),0.5%,1.6
C=CCOc1ccc(CN(C)Cc2nc3cc(C(F)(F)F)ccc3c(=O)[nH]2)cc1,0.1%,2.9

# The list continues:
SMILES,GlmU inhibition,RmlCD inh 1536
COc1ccc(NC(=O)COc2ncnc3ccccc23)cc1S(=O)(=O)N1CCOCC1,1.7%,-9.0
CCNc1nn2ccccc2c1/C=C(\C#N)C(=O)OCC,-0.1%,-8.4
CCOc1ccc(-c2n[nH]c(C(=O)NN)c2C)cc1,-7.3%,-10.0
Cc1nc(Nc2ccc(Cl)cc2)c2nnn(Cc3ccccc3)c2n1,0.0%,-5.7
CC(=NCCc1c[nH]c2ccccc12)c1c(O)n(Cc2ccccc2)c(=O)[nH]c1=O,-2.3%,x
CCN(CC)C(=O)Cn1cc(S(=O)(=O)CC(=O)NCc2ccc3c(c2)OCO3)c2ccccc21,2.2%,-9.5
COc1cc(NC(=S)NN2CCN(C)CC2)cc(OC)c1,1.5%,-6.6
O=C(NCCO)c1c(O)c2cccc3c2n(c1=O)CC3,-1.1%,-8.8
Cc1cc(C)c2cc(C(c3nnnn3C3CCCC3)N3CCOCC3)c(=O)[nH]c2c1 (centres undefined),5.7%,x
CS(=O)(=O)N(CC(=O)NCc1ccco1)Cc1ccc(Cl)cc1,x,1.8
CCNc1nc(N)nc(Oc2ccc(C(=O)OC)cc2)n1,5.8%,x
O=C(CCn1[nH]c(=O)c2ccccc2c1=O)OC1CCCCC1,-0.1%,x
c1cnc(N2CCN(c3nc4ccccc4n4cnnc34)CC2)nc1,2.6%,-9.6
COc1cccc(NC(=O)N(Cc2ccco2)C(C)c2cccs2)c1 (centres undefined),1.3%,18.5
CC(C)CC(CO)N1CCN(C(=O)c2cccc(Cl)c2)CCC1=O (centres undefined),-3.2%,x
N#Cc1c(N)nc2c(c1N)CC(CO)O2 (centres undefined),x,-5.0
COC(=O)[C@@]1(Cc2ccc(OC)cc2)[C@H]2c3cc(C(=O)N4CCCC4)n(C[C@H](O)CO)c3C[C@H]2CN1C(=O)c1ccccc1,-4.5%,x
Cc1nc(-c2ccc(NC(=O)CC(C)C)cc2)cs1,-0.8%,x
CCc1nnc(NC(=O)CCC(=O)N2CCN(Cc3ccccc3)CC2)s1,-1.2%,-0.3
Oc1ccc(/C=N/Nc2ccnc3cc(Cl)ccc23)c(O)c1,-1.6%,-4.4
CCOc1ccc2nc(/N=C/c3c(C)[nH]n(-c4ccccc4)c3=O)sc2c1,2.1%,-2.4
S=c1nc(-c2ccco2)[nH][nH]1,5.5%,22.9
COc1ccccc1N(CC(=O)NC(C)(C)C)S(=O)(=O)c1cccs1,-5.2%,9.7
CC(=O)c1ccc(NC(=O)C(C)Nc2ccc(Cl)cc2)cc1 (centres undefined),-3.6%,-5.4
O=C(O)/C=C/C(=O)Nc1ccc(N2CCOCC2)nc1N1CCOCC1,3.5%,13.0
Cc1ccc(-n2c(CC#N)n[nH]c2=S)c(C)c1,-5.3%,20.4
Cc1nnsc1SCC(=O)O,1.8%,-3.1
C=CCN(C/C(=N\O)c1sc(C(=O)OCC)nc1C)c1cccc(Br)c1,2.5%,x
COC(=O)c1ccccc1NC(=O)CN1CCC(C(=O)c2ccc3c(c2)OCCO3)CC1,-4.9%,-3.6
COc1cc2c(cc1OC)C(C)N(C(=O)c1ccc(Br)o1)CC2 (centres undefined),-1.0%,-2.8
O=c1c2c(nc3cc(-c4ccccc4)[nH]n13)CCS2,x,10.3
Cc1csc(SCC(=O)N(C)CC(=O)Nc2ccc(F)cc2)n1,-5.2%,-5.5
O=C(Cc1cccs1)NNC(=S)NCc1ccco1,5.8%,x
CCN1CCc2c(C#N)c(N3CCOCC3)nc(NCCO)c2C1,-0.1%,x
CN(C)CCCOc1cccc(Oc2ccccc2)c1,-1.5%,x
COc1ccc(/C(O)=C2/C(=O)C(=O)N(CCN(C)C)C2c2ccccc2)cc1Cl (centres undefined),1.1%,10.1
Cc1ccc2oc(=O)n(CCOc3ccccc3Cl)c2c1,-3.0%,-5.4
O=C(c1ccccc1)c1ccc2c(c1)OCCOCCOCCOCCO2,1.6%,x
O=C(NC1CCCC1)C(c1ccc(O)cc1)N(CC1CCCO1)C(=O)C1COc2ccccc2O1 (centres undefined),-3.2%,x
CNC(=S)N1CCn2cccc2C1c1cccnc1 (centres undefined),2.8%,2.9
CCC(=O)N(CC)c1nc(-c2ccc(OC)cc2)cs1,0.7%,12.3
Cc1cccc(C(=O)O/N=C(\N)Cc2ccc([N+](=O)[O-])cc2)c1,-4.0%,x
Cc1ccc(-c2cc(C#N)c(=O)n(Cc3c(Cl)cccc3Cl)c2)cc1,-2.2%,6.7
N#CC(Cc1ccccc1OC(F)F)c1nc2ccccc2[nH]1 (centres undefined),-2.8%,x
COC(=O)Cc1c(C)nc2nc(NCc3c(F)cccc3Cl)[nH]n2c1=O,5.7%,x
COc1ccc(-c2cc(=O)n(-c3ccc([N+](=O)[O-])cc3)[nH]2)cc1,4.1%,5.1
CCOC(=O)c1nc(C)sc1-c1ccnn1S(=O)(=O)c1ccccc1C(F)(F)F,-4.4%,42.5
NNc1ccc(Cc2ccc(Cl)cc2Cl)nn1,4.7%,9.2
CCN(CC)C(=O)c1ccc(NC(=O)Cn2nc(C)c3ccccc3c2=O)cc1,-3.4%,1.2
